GLP-1R inv ag: GLP-1 receptor (human) inverse agonism; HEK293 GLP-1R CRE-luciferase, luminescence, 24 h; GLP-1R form is constitutively active; Potency, µM (highest dose often 38.3 µM), for inactives: top-dose activity change, negative = inhibition, hits mostly inhibitors; hit rate 1.6% among 410,000; note: potency is the fitted concentration of half-maximal effect; % is set by controls: 0 for no effect and ±100 for the full control effect; nearly all actives have a fitted effect of over 55% in size
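Inverse agonists were sought by their lowering of basal cAMP reporter luciferase output in HEK293 cells stably carrying constitutively active human GLP-1R, after 24 h compound treatment.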
PI5P4Ka inh: inhibitors of human PI5P4K alpha | P48426 | PI5P4Kalpha enzyme, ADP-Glo luminescence, 60 min; stronger effect = lower value | max response, % | hit rate 1.2% among 330,000; active = max response of -50% or lower; inconclusive = between -30% and -50%; inactive = -30% or higher; note: value at the top dose of about 77 µM; % is set by controls: 0 for no effect and ±100 for the full control effect
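Enzyme plus substrate dispensed, test compounds pinned in, then ATP (5 microM final) added. After 60 min at RT, ADP-Glo reagent 1 for 45 min and reagent 2 for 30 min preceded luminescence imaging.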
PTHR1 ag: agonists of human PTHR1 parathyroid hormone receptor | hit rate 0.075% among 410,000 | HEK293 GP2 PTHR1 cells, GloSensor cAMP luminescence, 1 h | Q03431 | Potency, µM (doses to about 115 µM), inactives show top-dose activation, most hits filed as activators; note: potency is the fitted concentration of half-maximal effect; nearly all actives have a fitted effect of over 55% in size; some results filed as inactive show a strong effect at the top dose; inactives centre near -15; many of its hits are not listed in these tables
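HEK-293-derived GP2 cells expressing PTHR1 and a GloSensor cAMP reporter, 3,000/well, plated overnight, given luciferin plus IBMX (each 0.5 mM as added) for 1 h at 37 °C, then compound for 1 h at 37 °C. Luminescence was read after 15 min at room temperature.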
EPAC1 agonist: agonists of human EPAC1; O95398; EPAC1 agonist qHTS, biochemical assay; response scale: 100% = response to 6.5 mM cAMP; Potency, µM (top dose mostly 154 µM), for inactives: at the top dose activation, hits mostly activators; hit rate 0.073% among 360,000; note: potency is the fitted concentration of half-maximal effect; nearly all actives have a fitted effect of over 60% in size
Target sequence (O95398 whole entry, looked up): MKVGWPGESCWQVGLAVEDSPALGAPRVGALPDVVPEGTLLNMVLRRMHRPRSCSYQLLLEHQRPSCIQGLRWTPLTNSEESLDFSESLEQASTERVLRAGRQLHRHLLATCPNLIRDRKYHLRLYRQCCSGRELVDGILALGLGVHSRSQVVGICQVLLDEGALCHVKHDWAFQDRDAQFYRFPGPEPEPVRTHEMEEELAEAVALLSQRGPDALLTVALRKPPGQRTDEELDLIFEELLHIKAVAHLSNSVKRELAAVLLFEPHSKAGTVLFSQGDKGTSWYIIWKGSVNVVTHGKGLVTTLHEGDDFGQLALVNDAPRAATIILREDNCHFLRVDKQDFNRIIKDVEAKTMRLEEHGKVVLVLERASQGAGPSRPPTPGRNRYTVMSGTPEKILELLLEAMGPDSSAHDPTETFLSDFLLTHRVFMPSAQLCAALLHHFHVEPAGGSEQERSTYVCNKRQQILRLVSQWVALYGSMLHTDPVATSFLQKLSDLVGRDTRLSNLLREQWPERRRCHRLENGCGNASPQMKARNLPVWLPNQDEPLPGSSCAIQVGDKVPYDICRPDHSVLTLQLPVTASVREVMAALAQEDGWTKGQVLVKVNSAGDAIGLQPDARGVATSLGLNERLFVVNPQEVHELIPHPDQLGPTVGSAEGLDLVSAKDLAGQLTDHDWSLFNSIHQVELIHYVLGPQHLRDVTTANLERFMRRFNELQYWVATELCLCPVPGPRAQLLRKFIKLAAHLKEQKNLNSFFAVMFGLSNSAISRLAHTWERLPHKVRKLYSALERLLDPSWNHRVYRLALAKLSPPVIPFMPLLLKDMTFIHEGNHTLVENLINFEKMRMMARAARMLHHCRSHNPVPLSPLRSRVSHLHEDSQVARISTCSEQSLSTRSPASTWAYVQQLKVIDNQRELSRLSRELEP
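Fluorescent GDP-exchange assay: 100 nM EPAC1 with 250 nM Rap1B preloaded with BODIPY-GDP and 50 uM GDP; compounds tested as concentration series, 5 min at room temperature, then read every 5 min for 30 min (ex 480/em 540 nm); normalized to 6.5 mM cAMP.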
EPAC1 antag: EPAC1 (human) antagonism; O95398; EPAC1 GEF assay, Rap1b-BODIPY-GDP exchange fluorescence; Potency, µM (highest dose often 115 µM), for the others: top-dose activity change, negative = inhibition, hits mostly inhibitors; hit rate 0.14% among 360,000;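 note: potency is the fitted concentration of half-maximal effect; plate controls were vehicle for no effect and positive control for full effect; nearly all actives have a fitted effect of over 50% in size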
PLK1 PBD inh: PLK1 (human) polo-box domain binding inhibition. Plk1 PBD binding of FITC phosphopeptide, fluorescence polarization. AID 720504. hit rate 2.8% among 360,000. P53350. Potency, µM, for the others: max response, negative = inhibition, hits mostly inhibitors; note: potency is the fitted concentration of half-maximal effect; series mostly up to about 57 µM; % is set by controls: 0 for no effect and ±100 for the full control effect; nearly all actives have a fitted effect of over 65% in size
GLP1R ag: GLP-1 receptor (human) agonism. hit rate 0.007% among 380,000. Potency, µM (doses to about 45.6 µM), inactives show at the top dose activation, actives largely listed as activators. P43220. HEK293 GLP-1R CRE-luciferase, luminescence, 4-6 h; cells express a hypersensitive GLP-1R form; note: potency is the fitted concentration of half-maximal effect; % of control where 0% means no effect
IL2 activator: activators of IL-2; IL-2 activation reporter assay, cell-based qHTS; stimulated with anti-CD3/CD4/CD28 beads; in transgenic mouse T cells; activation, % (series mostly up to about 46 µM); hit rate 0.065% among 360,000; AID 652025; in the data active = activation above about 50%; inconclusive = mostly about 30% to 49%; note: 0% is about no effect
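Readout is EGFP and DsRed signal by fluorescent plate cytometry after 18 h at 37 degrees C. Transgenic mouse T cells (750/well) received compound for 60 min before bead stimulation (anti-CD3, anti-CD4, anti-CD28); memory T cells served as non-tolerant control.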
GLP1R cytotox: cytotoxicity counter-screen for GLP-1 receptor inverse agonists; AID 624418; HEK293 cAMP-luciferase reporter cells, luminescence, 24 h; Potency, µM (titrated, usually from 38.3 µM), for inactives: at the top dose activity change, negative = inhibition, actives largely listed as inhibitors; hit rate 0.13% among 410,000;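 note: loss of luciferase light is scored as toxicity; potency is the fitted concentration of half-maximal effect; % is set by controls: 0 for no effect and ±100 for the full control effect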
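To flag toxic compounds, the library was rerun on cells for 24 hr at 37 deg C and 5% CO2. Viability-linked luminescence was captured 12 min after adding luciferase detection reagent.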
* hit, by the source's call; i = inactive; ? = inconclusive; nt = no result given; [ ] = another dose, or the depositor's remark. Unless noted, calls come from the whole dose curve; as a rule, active = well fitted curve in the direction sought with a large enough effect; inconclusive = small, poorly fitted or top-dose-only effect, or another doubt; inactive = no such curve, though single readings can be large; an effect the other way counts as inactive or inconclusive.

No.	SMILES	GLP-1R inv ag	PI5P4Ka inh	PTHR1 ag	EPAC1 agonist	EPAC1 antag
1	Cc1cc(C)n(C(=O)c2ccc(C)c(S(=O)(=O)N3CCCCC3)c2)n1	0%	nt	9%[57.5 µM]	15%	-1%
2	CCCCCCCCCCCCN1[C@@H](CC(=O)OC)c2cc(C(F)(F)F)ccc2S1(=O)=O	8%	13	-21%	-19%	-20%
3	Cc1cccn2c(=O)c(C=C(C#N)C#N)c(N3CCN(c4cccc(Cl)c4)CC3)nc12	28%	2	i	-5%	1%
4	O=C1NCCN1c1ncc([N+](=O)[O-])s1	7%	1	i	0%	4%
5	O=C(O)Cc1csc(-c2ccccc2)n1	34%[activator]	-6	-10%	-1%	25%
6	CCOC(=O)CSc1snnc1-c1ccccc1	0%	0	i	-16%	-2%
7	CCCCCc1ccc(OCCCC[n+]2cccc(C)c2)c(CCCCC)c1	?	-7	-5%	-17%	?
8	NS(=O)(=O)c1ccc(CCNC(=O)c2ccccc2OCc2ccc(F)cc2)cc1	-20%	-3	-17%	-6%	-13%
9	Cc1ccc(S(=O)(=O)N[C@H](C(=O)Oc2ccc3c(C(F)(F)F)cc(=O)oc3c2)c2ccccc2)cc1	-1%	0	-3%	3%	0%
10	CCOC(=O)c1c(NC(=O)CC)sc(C(=O)NC2CCCC2)c1C	15%	16	-42%[inhibitor]	12%	-4%

No.	PLK1 PBD inh	GLP1R ag	IL2 activator	GLP1R cytotox
1	-4%	15%	-0.6	-10%
2	-8%	6%	-0.4	-31%
3	-7%	9%	0.8	11%
4	13%	14%	0.1	-10%
5	-3%	-3%	-3.6	-15%
6	-4%	5%	0.1	-4%
7	-12%	2%	-0.8	?
8	0%	17%	0.3	-5%
9	?	-1%	-0.2	nt
10	-12%	5%	11	3%

(further entries)
No.	SMILES	GLP-1R inv ag	PI5P4Ka inh	PTHR1 ag	EPAC1 agonist	EPAC1 antag
11	COc1cc(NC(=S)NCc2ccco2)cc(OC)c1	-8%	-6	-6%[57.5 µM]	-12%	-24%
12	FC(F)(F)c1cccc(Cn2nnnc2-c2ccc(Cl)cc2)c1	?	nt	i	10%	-9%
13	Cc1ccn2c(CNC(C)CCn3cccn3)c(C(=O)N3CCCCCC3)nc2c1 (stereo not given)	5%	-8	-7%	15%	-1%
14	Cc1ccc(S(=O)(=O)NN2C(=O)/C(=C/c3ccccn3)SC2=S)cc1	?	-14	i	1%	-20%
15	CC1CCN(C(=O)COC(=O)c2cc3ccccc3oc2=O)CC1	-2%	-2	-3%	-4%	-6%
16	O=C(CSc1n[nH]c(-c2ccco2)n1)Nc1ccc(Br)cc1	-9%	-13	i	0%	-13%
17	O=C(NCCN1CCCC1)c1ccc(CS(=O)(=O)c2c(Cl)cccc2Cl)o1	1%	4	-17%	2%	-7%
18	Cc1sc2nc(CC(=O)NN)[nH]c(=O)c2c1C	12%	-8	i	5%	-6%
19	COc1ccc(/C=N/NC(=O)c2ccc3c(c2)OCO3)cc1	?	5	i	10%	7%
20	CC1(C)CC(=O)C(C=Nc2ccc3c(c2)OCO3)=C(O)C1	44%[activator]	nt	3%[57.5 µM]	-4%	22%

No.	PLK1 PBD inh	GLP1R ag	IL2 activator	GLP1R cytotox
11	-9%	7%	-1.0	-12%
12	-6%	4%	-2.1	-8%
13	-13%	7%	-0.3	2%
14	-24%	-12%	-1.8	?
15	-5%	0%	0.0	7%
16	27µM*	-2%	3.5	140%[activator]
17	-2%	-2%	-2.4	-4%
18	17µM*	12%	-0.8	13%
19	-4%	10%	-0.6	-5%
20	-7%	-4%	-2.9	-4%

Continuation.
No.	SMILES	GLP-1R inv ag	PI5P4Ka inh	PTHR1 ag	EPAC1 agonist	EPAC1 antag
21	O=C(CN1CCN(C(=O)c2ccco2)CC1)Nc1ccc(Cl)c(S(=O)(=O)N2CCOCC2)c1	23%	2	-12%	3%	-3%
22	c1ccc(CSc2nnc3ccc(-c4ccncc4)nn23)nc1	68%[activator]	2	-13%	-6%	-19%
23	CCC(C)Oc1nc(C)cc(C)c1S(=O)(=O)c1ccccc1C (stereo not given)	8.9µM*	-1	-1%	1%	-4%
24	NS(=O)(=O)c1ccc(CCNC(=O)c2cccc(S(=O)(=O)N3CCCC3)c2)cc1	12%	3	-16%	2%	13%
25	Cc1c(NC(=O)CN2C(=O)C3C4C=CC(C4)C3C2=O)c(=O)n(-c2ccccc2)n1C (stereo not given)	-22%	-3	i	4%	-4%
26	CCCC(=O)Nc1sc2c(c1C#N)CC(C)(C)NC2(C)C	-22%	-4	i	5%	6%
27	COc1ccc(CCNS(=O)(=O)c2cccs2)cc1	-2%	1	i	-5%	-5%
28	CCCNC(=O)c1nn2cc(Br)cnc2c1Cl	21%	4	i	-9%	14%
29	CC(=O)N1CCOc2ccc(S(=O)(=O)NCCc3ccc(Cl)cc3)cc21	-23%	0	-19%	5%	8%
30	Cc1cc2oc(=O)cc(CN3CCN(Cc4ccccc4)CC3)c2cc1Cl	-32%	0	i	-2%	-16%

No.	PLK1 PBD inh	GLP1R ag	IL2 activator	GLP1R cytotox
21	-3%	7%	2.3	5%
22	-15%	11%	-0.1	-9%
23	0%	2%	0.0	7%
24	-13%	-2%	0.6	-6%
25	?	-13%	0.6	8%
26	1%	22%	-0.4	10%
27	-17%	-1%	0.9	-3%
28	-4%	5%	5.4	-5%
29	-20%	7%	-1.6	-9%
30	-17%	3%	0.3	8%

More structures follow.
No.	SMILES	GLP-1R inv ag	PI5P4Ka inh	PTHR1 ag	EPAC1 agonist	EPAC1 antag
31	O=C(/C=C/c1ccccc1)Nc1ncn[nH]1	?	nt	-37%[inhibitor]	-4%	6%
32	CC1CCCC(C)N1C(=O)COC(=O)CCc1nc2ccccc2c(=O)[nH]1 (stereo not given)	23%	0	i	5%	-10%
33	CC1CCCN(C(=O)CN(C)S(=O)(=O)c2ccc3c(c2)c(=O)n(C)c(=O)n3C)C1 (stereo not given)	14%	7	-2%	6%	8%
34	COc1ccc(NC(=O)CCNS(=O)(=O)c2ccc3c(c2)c(=O)n(C)c(=O)n3C)cc1	-4%	nt	-5%[57.5 µM]	-7%	19%
35	CCN(CC)CCOC(=O)c1ccc(NC(=O)CSc2nnc(-c3cccs3)n2CC)cc1	2%	-8	i	8%	8%
36	COc1ccc(OC)c(NC(=O)CSc2nn3c(=O)c(C)nnc3s2)c1	-11%	0	-19%	8%	-9%
37	CCOc1ccc(NC(=O)CCc2c(C)nc3c(-c4ccccc4)c(C)nn3c2C)cc1	7%	nt	-13%	nt	nt
38	Cc1c(C#N)c(O)[nH]c(=O)c1N=Nc1ccc(S(N)(=O)=O)cc1	2%	-76*	-14%	3%	-9%
39	CCc1ccccc1NC(=O)Cn1nnc(C(=O)NCc2ccco2)c1N	?	nt	-46%[inhibitor]	nt	nt
40	Cc1ccc(S(=O)(=O)NC(C)(C)CN2CCCCC2)cc1	-2%	3	i	7%	-8%

No.	PLK1 PBD inh	GLP1R ag	IL2 activator	GLP1R cytotox
31	-10%	-18%	-2.3	?
32	-3%	-2%	1.1	-2%
33	-20%	4%	1.2	-14%
34	-1%	-10%	1.2	-10%
35	5%	14%	-4.4	-14%
36	3%	-4%	-1.1	-7%
37	nt	1%	nt	7%
38	-17%	0%	1.4	?
39	nt	-1%	nt	-32%
40	-8%	6%	1.0	4%

The results go on.
No.	SMILES	GLP-1R inv ag	PI5P4Ka inh	PTHR1 ag	EPAC1 agonist	EPAC1 antag
41	CCN(c1cccc(C)c1)S(=O)(=O)c1ccc2c(c1)CCCN2C(C)=O	?	-1	-22%	3%	1%
42	COc1cccc2oc3cc(C#Cc4ccccn4)ccc3c(=O)c12	66%[activator]	-23	-40%[inhibitor]	10%	2%
43	CC(C)CCn1nnnc1C(c1ccccc1)N1CCC(C(N)=O)CC1 (stereo not given)	-20%	-2	i	3%	-2%
44	O=C(CCSCCc1ccccn1)Nc1ccccn1	14%	-2	i	-9%	8%
45	O=C(COc1ccccc1C(=O)NCc1ccccc1)Nc1ccccc1	?	18	-22%	-1%	-13%
46	N/C(=N\OC(=O)COc1ccc(Cl)cc1Br)c1cccnc1	4%	13	-21%	4%	-27%
47	CCCCC(=O)Nc1cc(C(=O)NCCc2ccccc2)ccc1Cl	?	nt	i	3%	-12%
48	Cc1ccc(-c2nnc(SCC(=O)N/N=C/c3ccc(C)s3)n2-c2ccccc2)cc1	?	-8	-13%	1%	-4%
49	CCCN(C(=O)CSCc1c(C)noc1C)c1c(N)n(Cc2ccccc2)c(=O)[nH]c1=O	49%[activator]	1	-14%	9%	-13%
50	CN(C(=O)c1cccc(NC(=O)Cc2ccc(NC(=O)C3CCN(S(=O)(=O)c4cccc([N+](=O)[O-])c4)CC3)cc2)c1)C1CCCC1	5%	-12	-9%	-6%	-9%
51	CCOC(=O)c1c(NC(=O)C(Sc2ccccc2)c2ccccc2)sc(C(=O)N(C)C)c1C (stereo not given)	?	13	-13%	4%	-16%

No.	PLK1 PBD inh	GLP1R ag	IL2 activator	GLP1R cytotox
41	-4%	0%	-1.6	-1%
42	-11%	0%	0.1	3%
43	-5%	-1%	0.4	-16%
44	-2%	14%	1.0	-18%
45	-4%	11%	-0.1	-19%
46	-7%	5%	2.0	8%
47	-3%	8%	-2.8	-8%
48	-9%	20%	3.7	-25%
49	-9%	16%	1.5	9%
50	2%	-5%	-0.4	5%
51	-15%	6%	-0.6	-3%

Single records, from the list above. Order of screens: GLP-1R inv ag	PI5P4Ka inh	PTHR1 ag	EPAC1 agonist	EPAC1 antag	PLK1 PBD inh	GLP1R ag	IL2 activator	GLP1R cytotox
`O=C(CCSCCc1ccccn1)Nc1ccccn1` is entered as 14%	-2	i	-9%	8%	-2%	14%	1.0	-18%
`N/C(=N\OC(=O)COc1ccc(Cl)cc1Br)c1cccnc1` is entered as 4%	13	-21%	4%	-27%	-7%	5%	2.0	8%
`CC(C)CCn1nnnc1C(c1ccccc1)N1CCC(C(N)=O)CC1` (stereo not given) is entered as -20%	-2	i	3%	-2%	-5%	-1%	0.4	-16%

High-throughput results deposited in PubChem BioAssay by National Center for Advancing Translational Sciences (NCATS).

Only part of the results is shown; rates above refer to the full screens.
